uPA generation: inhibitors of cell surface uPA generation. AID 540303. actives 0.31% (n = 330,000). cell surface uPA generation assay, qHTS. Potency, µM (top dose mostly 38.3 µM), inactives show at the highest dose activity change, negative = inhibition, actives largely listed as inhibitors; active = well fitted inhibition curve with a large enough effect; inconclusive = small, poorly fitted or top-dose-only effect; inactive = no such curve, though single readings can be large or run the other way; tested in mouse RAW 264.7 cells; also: potency is read from the fitted curve at half-maximal effect; % is scaled to controls: 0 for no effect and ±100 for the full control effect; nearly all actives have a fitted effect of over 55% in size
KCNH2 3.1 inh: inhibitors of human KCNH2 3.1 potassium channel isoform; U2OS KCNH2 3.1, thallium flux FluxOr; stronger effect = lower value; activity change, % (tested at about 1.8 µM); actives 0.95% (n = 340,000); AID 720553;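 active = maximum activity change below -70%; inconclusive = maximum activity change from -70% to -50%; inactive = maximum activity change above -50%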;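 also: thallium influx rate constant from kinetic fluorescence after stimulation buffer; % is scaled to controls: 0 for no effect and ±100 for the full control effect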
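U2OS cells transduced with KCNH2 3.1 mutant virus (1.77 x 10^8 /mL, 4 h), plated overnight at 37 C, loaded 45 min with FluxOr dye plus Red40 quencher. Thallium flux rate constant from kinetic reads after stimulation buffer, normalised to controls.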
Giardia killer: kills Giardia lamblia; Giardia lamblia trophozoite viability; activity change, % at 7.66 µM, hits read low; actives 0.15% (n = 340,000); in the data active = activity change below about -80%; inconclusive = between about -30% and that limit;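 also: parasites exposed to compound for two days anaerobically before the ATP read; % is scaled to controls: 0 for no effect and ±100 for the full control effect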
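Media and compound were dispensed first, then trophozoites at 100 cells/well; plates sat 48 hrs at 37 deg C without oxygen before ATP luminescence reagent was added and read after 15-30 min at room temperature.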
Tb PFK block: blocks T. brucei phosphofructokinase. Potency, µM (doses to about 57.5 µM), for inactives: at the top dose activity, negative = inhibition, most hits filed as inhibitors. O15648. actives 0.17% (n = 330,000). T. brucei PFK, ADP-Glo luminescence;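 also: potency is read from the fitted curve at half-maximal effect; 0% = uninhibited 1x PFK enzyme wells and -100% = no-enzyme wells; nearly all actives have a fitted effect of over 60% in size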
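ADP-Glo luminescence quantified ADP after 45 min at room temperature, with 1.25 nM T. brucei PFK, 0.1 mM ATP and 0.5 mM fructose-6-phosphate in pH 8.0 TEA buffer. qHTS titrations up to 57 µM; curves classified by quality.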
Rab9 prom act: activates the Rab9 promoter | Huh7 Rab9 promoter-luciferase reporter, luminescence, 24 h | Potency, µM (series often up to 9.22 µM), inactives show at the top dose activation, negative = inhibition, usual class: activators | actives 2.8% (n = 320,000) | AID 485297; also: potency is read from the fitted curve at half-maximal effect; % of control where 0% means no effect; nearly all actives have a fitted effect of over 60% in size
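Luciferase signal after 10 min detection reagent at ambient indicates Rab9 promoter upregulation; stably transfected Huh7 cells were treated 24 h with compound in DMSO at 37 °C, 5% CO2.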
Gal4-VP16 FLuc: inhibits Gal4-VP16 luciferase reporter, ROR gamma counter-screen. Drosophila S2 Gal4-VP16 UAS-luciferase, luminescence, 20 h. Potency, µM (series often up to 53.6 µM), for the others: at the highest dose activity, negative = inhibition, actives largely listed as inhibitors. actives 3.5% (n = 310,000);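 also: Gal4-VP16 expression switched on by copper sulfate through the metallothionein promoter; potency is read from the fitted curve at half-maximal effect; % is scaled to controls: 0 for no effect and ±100 for the full control effect; nearly all actives have a fitted effect of over 50% in size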
RORg inh: inhibitors of mouse ROR gamma transcriptional activity; P51450; Potency, µM (doses to about 53.6 µM), inactives show top-dose activity change, negative = inhibition, most hits filed as inhibitors; actives 5.4% (n = 310,000); Drosophila S2 Gal4-RORgamma UAS-luciferase reporter, 20 h; AID 2551; also: potency is read from the fitted curve at half-maximal effect; % is scaled to controls: 0 for no effect and ±100 for the full control effect; nearly all actives have a fitted effect of over 60% in size
Target sequence (P51450 whole entry, looked up, the tested form may be a part): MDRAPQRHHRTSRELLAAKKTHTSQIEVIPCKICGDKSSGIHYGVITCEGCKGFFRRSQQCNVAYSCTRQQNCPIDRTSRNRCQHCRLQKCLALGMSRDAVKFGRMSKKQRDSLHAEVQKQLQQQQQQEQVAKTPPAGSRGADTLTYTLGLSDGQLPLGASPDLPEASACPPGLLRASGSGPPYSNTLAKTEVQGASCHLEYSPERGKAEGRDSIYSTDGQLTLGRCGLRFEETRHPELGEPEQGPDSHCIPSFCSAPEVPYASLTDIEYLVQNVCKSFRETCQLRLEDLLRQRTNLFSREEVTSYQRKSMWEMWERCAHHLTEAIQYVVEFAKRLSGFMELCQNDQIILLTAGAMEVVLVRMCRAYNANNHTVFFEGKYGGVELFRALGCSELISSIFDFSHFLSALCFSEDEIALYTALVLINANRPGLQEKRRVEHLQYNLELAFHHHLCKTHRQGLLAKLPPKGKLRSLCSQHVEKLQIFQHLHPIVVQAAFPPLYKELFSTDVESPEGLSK
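Luciferase reporter read in Schneider cells carrying Gal4-RORγ (mouse) and UAS-Photinus luciferase; cells given compound 1 h before 700 uM copper sulfate induction, then incubated 20 h at ambient temperature.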
ELG1 genotox: induces genotoxicity in HEK293T cells with luciferase-tagged ELG1; HEK293T ELG1-luciferase reporter, luminescence, 16 h; Potency, µM (top dose mostly 46 µM), for the others: at the top dose activity change, positive = activation, most hits filed as activators; actives 1.3% (n = 330,000); AID 504466; also: potency is read from the fitted curve at half-maximal effect; % of control where 0% means no effect; nearly all actives have a fitted effect of over 60% in size
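Luminescence read-out: rising ELG1-luciferase signal, reflecting elevated ELG1 protein under genetic stress, flags genotoxic compounds. Cells were treated for 16 hr at 37 °C before ONE-Glo detection.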
NPC1 promoter act: NPC1 promoter activation. Huh7 NPC1 promoter luciferase reporter, 24 h. Potency, µM (highest dose often 9.22 µM), for the others: top-dose activation, most hits filed as activators. actives 2.4% (n = 320,000);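 also: potency is read from the fitted curve at half-maximal effect; % of control where 0% means no effect; nearly all actives have a fitted effect of over 60% in size; reporter is driven by a mutant NPC1 promoter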
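Stable NPC1-promoter luciferase Huh7 line; cpd (DMSO) 24 h, 37 °C, 5% CO2; Amplite luciferase reagent 10 min RT; luminescence readout. qHTS format.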
FLuc modulator: inhibits or activates purified firefly luciferase, miR-21 counter-screen | actives 6.9% (n = 360,000) | P08659 | AID 588342 | purified FLuc, Km substrates, luminescence inhibition | Potency, µM (top dose mostly 57.5 µM), for the others: at the highest dose activity change, negative = inhibition, hits mostly inhibitors;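 also: potency is read from the fitted curve at half-maximal effect; plate controls were vehicle for no effect and reference inhibitor for full effect; nearly all actives have a fitted effect of over 55% in size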
Target sequence (P08659 whole entry, looked up): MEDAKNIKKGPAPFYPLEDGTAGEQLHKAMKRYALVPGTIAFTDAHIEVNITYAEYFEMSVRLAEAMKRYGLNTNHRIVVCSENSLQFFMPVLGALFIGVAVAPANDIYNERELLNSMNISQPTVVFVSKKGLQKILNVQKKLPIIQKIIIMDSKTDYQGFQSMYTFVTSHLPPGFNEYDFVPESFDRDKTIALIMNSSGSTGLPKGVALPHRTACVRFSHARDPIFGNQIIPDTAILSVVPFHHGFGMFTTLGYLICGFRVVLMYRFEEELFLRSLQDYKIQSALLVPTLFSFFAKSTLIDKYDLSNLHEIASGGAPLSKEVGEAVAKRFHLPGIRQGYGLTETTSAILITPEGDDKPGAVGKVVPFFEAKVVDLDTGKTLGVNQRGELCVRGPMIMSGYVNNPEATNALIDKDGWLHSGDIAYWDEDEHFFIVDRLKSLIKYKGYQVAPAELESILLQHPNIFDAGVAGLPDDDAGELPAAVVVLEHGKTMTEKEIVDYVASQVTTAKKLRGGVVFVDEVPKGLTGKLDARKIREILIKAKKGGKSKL
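Biochemical qHTS of compounds, final roughly 60 µM downward over six points, against 10 nM purified firefly luciferase using Km concentrations of substrates (10 uM D-luciferin, 10 uM ATP) in Tris acetate pH 7.5 buffer; luminescence output.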
FBPA coupling cs: coupling enzyme interference in Giardia aldolase counter-screen; coupling enzyme system counterscreen, AmpLite Red fluorescence; activity change, negative = inhibition, % at 58.2 µM, hits read low; actives 0.67% (n = 290,000); AID 2472; in the data active = activity change below about -30%; also: % is scaled to controls: 0 for no effect and ±100 for the full control effect
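First, compound is pin-transferred into glyceraldehyde-3-phosphate coupling-enzyme reagent at 57.5 uM final and held 10 min at RT. Next, substrate, coupling system and AmpLite Red are added. After 20 min RT, fluorescence (525/598 nm) is read.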
Active calls of the source: *; u = inconclusive; x = no result given; & = joins results of further samples. Unless noted, calls follow the shape of the dose curve; as a rule, active = well fitted curve in the direction sought with a large enough effect; inconclusive = small, poorly fitted or top-dose-only effect, or another doubt; inactive = no such curve, though single readings can be large; an effect the other way counts as inactive or inconclusive.

#	Structure	uPA generation	KCNH2 3.1 inh	Giardia killer	Tb PFK block	Rab9 prom act	Gal4-VP16 FLuc	RORg inh	ELG1 genotox	NPC1 promoter act	FLuc modulator	FBPA coupling cs
1	CCOC(=O)CSc1nc2c(sc(=S)n2-c2ccccc2)c(=O)n1-c1ccc(OC)cc1OC	8%	-3	13	u	-5%	8%	1%	-7%	-8%	u	1
2	O=C(NCc1ccccn1)c1ccc(Cl)s1	10%	-1	3	-2%	14%	8%	17%	13%	1%	0%	0
3	CN(C)CCCn1c(SCC(=O)N2c3ccccc3Sc3ccccc32)nc2ccccc2c1=O	-12%	-2	-4	14%	-2%	u	-114%	-16%	-5%	1%	-2
4	COc1ccc(C)cc1NC(=O)CC(O)(C(F)(F)F)C(F)(F)F	5%	-11	0	-7%	-1%	2%	-2%	2%	0%	1%	0
5	Cc1ccc(OCCCCc2c(C)n[nH]c2C)cc1	2%	-7	3	1%	-5%	u	u	0%	-1%	-5%	1
6	Cc1cccc(N(Cc2ccccc2)C(=O)CSC(C)C(=O)Nc2cc(C)on2)c1 (stereo not given)	0%	-4	6	-1%	-8%	x	x	-1%	-2%	4%	x
7	Cn1cccc1CC(=O)N/N=C/C=C/c1ccco1	-4%	x	13	u	-4%	-4%	3%	2%	13%	u	-10
8	CN(C)c1nc(-c2ccc([N+](=O)[O-])cc2)cs1	-9%	11	1	5%	u	-5%	36%	12µM*	28%	12µM*	0
9	Cc1ccccc1OCC(=O)NCCCNC(=O)c1ccccn1	-1%	7	2	0%	4%	-1%	0%	0%	4%	-1%	0
10	O=C(Nc1ccncc1)Nc1ccc(Br)cc1Cl	2%	13	-24	-18%	1%	-9%	3%	-8%	0%	-13%	0
11	COc1ccc(C(=O)N2CCN(C(=O)c3cc(OC)c(OC)c(OC)c3)CC2)cc1	-4%	4	-23	-19%	-6%	-3%	5%	-4%	-4%	7%	1
12	Cc1cccc(CSCCNC(=O)Nc2ccccc2)c1	-4%	-9	-25	-1%	1%	-2%	-3%	-1%	1%	-19%	1
13	COCCNC(=O)c1cc2c(=O)n3cccc(C)c3nc2n(Cc2ccncc2)c1=N	3%	33	6	4%	0%	0%	u	5%	0%	7%	-1
14	COc1ccc(CN(Cc2cc3cccc(C)c3n3nnnc23)C(=O)N2CCOCC2)cc1	-3%	9	-20	-3%	-5%	1%	0%	-4%	-1%	0%	1
15	CC(=O)C1=C(O)C(=O)N(c2nccs2)C1c1ccc(F)cc1 (stereo not given)	-3%	-2	-1	0%	-1%	3%	-11%	-2%	-6%	-3%	-1
16	c1cncc(-c2nnc3sc(C4CCCCC4)nn23)c1	-6%	3	-6	0%	1%	0%	-7%	0%	2%	3%	9
17	COc1ccc(NC(=O)CCNS(=O)(=O)c2cccc3nonc23)c(OC)c1	0%	12	7	-2%	-5%	0%	-25%	-2%	-4%	2%&-2%	2
18	CC(C)CNS(=O)(=O)c1ccc(C(=O)Nc2ccc3c(c2)OCCO3)cc1	3%	0	15	-3%	u	-11%	18%	3%	27%	u	-4
19	COCCCn1c(C(=O)N2CC(C)OC(C)C2)cc2c(=O)n3cccc(C)c3nc21 (stereo not given)	1%	-19	-11	8%	0%	-4%	0%	1%	0%	3%	0
20	O=C(Nc1ccc(Cl)c([N+](=O)[O-])c1)C(NCCCO)c1ccccc1 (stereo not given)	6%	-1	-12	2%	-10%	-11%	34%	-1%	-4%	3%	0
21	COC(=O)c1ccc(OC)c(CSc2nnc(-c3ccc(C(C)(C)C)cc3)o2)c1	1%	-39	-8	4%	-7%	-12%	1%	-16%	2%	0%	1
22	O=C(Nc1ccn([C@H]2CC[C@@H](CO)O2)c(=O)n1)c1ccccc1	3%	26	7	-10%	4%	0%	-1%	1%	-3%	0%	3
23	CC(C)C(NC(=O)c1ccccc1F)C(=O)NCCCn1ccnc1 (stereo not given)	3%	15	13	4%	x	x	x	0%	x	x	x
24	CCOc1cccc(-c2csc(C3COc4ccccc4O3)n2)c1 (stereo not given)	0%	-11	-1	1%	4µM*	-8%	13%	u	u	2.1µM*	0
25	Cc1cccc(NC(=O)C2CCN(S(=O)(=O)c3cccc4nsnc34)CC2)c1	6%	-5	0	-3%	-3%	-6%	25%	-11%	1%	-9%&-1%	1
26	COc1ccc(CNC(=O)CCCN2C(=O)c3ccccc3C2=O)cc1	9%	-3	-13	13%	1%	16%	-3%	0%	-9%	4%	2
27	COc1cc(CCC(=O)OCC(=O)N(CC(C)C)C2CCS(=O)(=O)C2)cc(OC)c1OC (stereo not given)	-8%	-5	-1	1%	-4%	x	x	1%	1%	2%	x
28	Cc1ccc(-c2csc(NC(=O)c3cccc([N+](=O)[O-])c3)n2)cc1	-1%	-26	-17	4%	0%	1%	0%	7%	-1%	-19%	5
29	COc1ccc(C2C(C(=O)c3cccs3)=C(O)C(=O)N2c2nncs2)cc1 (stereo not given)	x	-15	-3	0%	12%	0%	22%	1%	-3%	-1%	9
30	Cc1cccc(C(=O)c2cccc(C)c2)c1	6%	0	9	-6%	0%	-11%	3%	2%	-1%	-16%	3

Compounds listed so far that have fluorine:
#	Structure	uPA generation	KCNH2 3.1 inh	Giardia killer	Tb PFK block	Rab9 prom act	Gal4-VP16 FLuc	RORg inh	ELG1 genotox	NPC1 promoter act	FLuc modulator	FBPA coupling cs
4	COc1ccc(C)cc1NC(=O)CC(O)(C(F)(F)F)C(F)(F)F	5%	-11	0	-7%	-1%	2%	-2%	2%	0%	1%	0
15	CC(=O)C1=C(O)C(=O)N(c2nccs2)C1c1ccc(F)cc1 (stereo not given)	-3%	-2	-1	0%	-1%	3%	-11%	-2%	-6%	-3%	-1
23	CC(C)C(NC(=O)c1ccccc1F)C(=O)NCCCn1ccnc1 (stereo not given)	3%	15	13	4%	x	x	x	0%	x	x	x

The listing picks up, starting four compounds before the break.
#	Structure	uPA generation	KCNH2 3.1 inh	Giardia killer	Tb PFK block	Rab9 prom act	Gal4-VP16 FLuc	RORg inh	ELG1 genotox	NPC1 promoter act	FLuc modulator	FBPA coupling cs
27	COc1cc(CCC(=O)OCC(=O)N(CC(C)C)C2CCS(=O)(=O)C2)cc(OC)c1OC (stereo not given)	-8%	-5	-1	1%	-4%	x	x	1%	1%	2%	x
28	Cc1ccc(-c2csc(NC(=O)c3cccc([N+](=O)[O-])c3)n2)cc1	-1%	-26	-17	4%	0%	1%	0%	7%	-1%	-19%	5
29	COc1ccc(C2C(C(=O)c3cccs3)=C(O)C(=O)N2c2nncs2)cc1 (stereo not given)	x	-15	-3	0%	12%	0%	22%	1%	-3%	-1%	9
30	Cc1cccc(C(=O)c2cccc(C)c2)c1	6%	0	9	-6%	0%	-11%	3%	2%	-1%	-16%	3
31	COC(=O)c1sccc1NC(=O)CC1C(=O)NCCN1C(=O)Nc1ccc(OCc2ccccc2)cc1 (stereo not given)	-21%	28	18	-1%	-4%	1%	22%	-3%	-7%	u	4
32	CCc1cc(CNC(=O)c2ccc(OC3CCN(CCc4ccccc4)CC3)cc2)on1	-21%	-43	-19	15µM*	-2%	0%	-19%	-1%	-1%	-1%	0
33	COc1ccc2c(c1)C(=O)N(c1ccccc1C)C(=O)C2(C)C	-2%	-4	8	-7%	-4%	-3%	-20%	0%	-1%	-2%	-2
34	CC1(C)CC(=O)C(CO)=C(c2cccc3ccccc23)C1=O	14%	-16	-10	0%	-6%	x	x	-2%	9%	4%	x
35	CCc1ccc(C(=O)Cn2ncc(Cl)c(Cl)c2=O)cc1	-6%	-8	11	-2%	-8%	-12%	-26%	12%	-14%	7.6µM*	4
36	CCOc1cc(C(c2c(C)[nH][nH]c2=O)c2c(C)[nH][nH]c2=O)cc([N+](=O)[O-])c1O	3%	-8	3	-3%	2%	-7%	u	6%	-3%	-9%	-8
37	Cc1ccc(C)c(Nc2nc3nonc3nc2N2CCOCC2)c1	-2%	-7	-8	2%	2%	0%	-22%	-1%	-1%	3%	0
38	Cc1ccc2nc(Cl)c(C3CC(c4cccs4)=NN3S(C)(=O)=O)cc2c1 (stereo not given)	4%	-1	16	-5%	9%	6%	25%	-2%	2%	u	0
39	CCOCCCn1cnc2c3cc(F)ccc3n(C)c2c1=O	-7%	-4	-20	-4%	10%	-4%	24%	15%	4%	u	1
40	Cc1ncc(CSc2nccc(=O)[nH]2)c(CO)c1O	-10%	-13	15	-1%	-3%	-13%	-2%	0%	-1%	1%	3
